From PubChem BioAssay
TrxR1 inh – rat TrxR1 inhibition. O89049. 390,000 tested, 1% active. recombinant rTrxR1, NADPH fluorescence consumption, selenite substrate. Potency, µM (titrated, usually from 114 µM), inactives show at the top dose activity change, negative = inhibition, hits mostly inhibitors; also: potency is read from the fitted curve at half-maximal effect; % is scaled to controls: 0 for no effect and ±100 for the full control effect; nearly all actives have a fitted effect of over 65% in size
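Rat TrxR1 (90 nM in the dispensed reagent) was pre-reduced with 400 uM NADPH for 5 min at room temperature, then incubated with compound for 15 min. After 400 uM selenite was added, NADPH fluorescence (Ex 340/Em 450 nm) was followed for 8 min.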
TrxR1 substrate – is turned over as a substrate by rat TrxR1. AID 588456. 390,000 tested, 0.01% active. purified TrxR1 substrate turnover, NADPH consumption readout. Potency, µM (top dose mostly 114 µM), inactives show at the top dose activity change, negative = substrate turnover. O89049; also: potency is read from the fitted curve at half-maximal effect; % is scaled to controls: 0 for no effect and ±100 for the full control effect; nearly all actives have a fitted effect of over 50% in size
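Rat TrxR1, dispensed at 90 nM, was prereduced with 400 uM NADPH (final) for 5 min at ~22 deg C, then incubated with compound 15 min before 400 uM selenite. A first-read NADPH fluorescence drop versus no-compound background flagged substrates.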
TRHR PAM – TRH receptor (human) allosteric enhancement; P34981; TRHR cells, fluo-8 calcium fluorescence, EC20 TRH enhancement; enhancement, % at 2 µM; 360,000 tested, 0.66% active; in the data active = enhancement above about 30%; also: 0% is about no effect
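TRHR-expressing cells loaded with fluo-8 calcium dye were read kinetically (ex 480/em 530) during compound addition, then stimulated with an EC20 of TRH (10 nM final). Enhancement of the Gq-mediated intracellular calcium response was scored.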
TRHR agonist – agonists of human TRH receptor; P34981; TRHR cells, calcium flux fluo-8, FDSS agonist mode; activation, % at 2 µM; 360,000 tested, 0.18% active; AID 493084; in the data active = activation above about 30%; also: 0% is about no effect
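Steps: seed TRHR cells overnight; add fluo-8 no-wash Ca dye, RT 30 min–1.5 h; record 10 s baseline; pin-transfer compounds; monitor fluorescence 1 cycle/s for the agonist window. Calcium increases flag candidate agonists.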
Pin1 inhibitor – inhibitors of human Pin1; 390,000 tested, 0.009% active; Pin1 FP peptide displacement, HiFluor488, 10 min; Potency, µM (top dose mostly 115 µM), for inactives: at the top dose activity, negative = inhibition, hits mostly inhibitors; AID 504891; Q13526; active = well fitted inhibition curve with a large enough effect in the polarisation, with a control signal flat, not every such curve was filed as active; inconclusive = small, poorly fitted or top-dose-only effect, or effect the other way, or a change in a side signal; inactive = no such curve, though single readings can be large or run the other way; the % refers to the polarisation; also: potency is read from the fitted curve at half-maximal effect; % is scaled to controls: 0 for no effect and ±100 for the full control effect
Target sequence (Q13526 whole entry, looked up): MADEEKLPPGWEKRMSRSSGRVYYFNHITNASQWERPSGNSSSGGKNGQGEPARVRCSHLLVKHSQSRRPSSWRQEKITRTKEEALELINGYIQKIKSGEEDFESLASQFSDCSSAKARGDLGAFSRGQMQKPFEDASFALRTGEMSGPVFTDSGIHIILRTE
D2 antagonist – D2 dopamine receptor (human) antagonism; HEK293 TREx D2 cells, calcium flux, dopamine EC80; P14416; inhibition, % at 10 µM; 340,000 tested, 2% active; AID 485344; in the data active = inhibition above about 30%; also: 0% is about no effect
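Dopamine at EC80 is the agonist stimulus; test compounds precede it by 180 s. Calcium flux read kinetically in a force-coupled, inducible HEK293 T-REx D2 cell line.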
D2 ag – D2 dopamine receptor (human) agonism; activation, % at 2 µM; HEK293 T-REx D2 cells, calcium flux agonist mode; 340,000 tested, 0.53% active; P14416;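 active = activation over 3 SD above normal in the single-dose calcium agonist read, cut at about 30% in these data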; also: 0% is about no effect
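In this primary screen, compounds producing a positive calcium signal within 180 s of addition to tetracycline-induced, force-coupled HEK293 Trex D2 cells are flagged; cells are dye-loaded with a no-wash calcium kit beforehand.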
IDH1 R132H inh – blocks human mutant IDH1 R132H enzyme. O75874. IDH1-R132H enzyme, NADPH consumption, diaphorase/resazurin fluorescence. 390,000 tested, 0.093% active. AID 602179. Potency, µM (titrated, usually from 76.6 µM), for inactives: at the highest dose activity change, negative = inhibition, hits mostly inhibitors; also: potency is read from the fitted curve at half-maximal effect; % is scaled to controls: 0 for no effect and ±100 for the full control effect; nearly all actives have a fitted effect of over 65% in size
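IDH1-R132H (0.5 ug/mL dispensed) in pH 7.5 Tris buffer was preincubated 30 min with compound, then given a substrate mix of 0.016 mM NADPH and 2 mM alpha-KG for 80 min at room temperature; remaining NADPH was read by diaphorase/resazurin fluorescence.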
USP1-UAF1 inh – blocks the human USP1/UAF1 deubiquitinase complex | Potency, µM (highest dose often 57.1 µM), for the others: at the highest dose activity change, negative = inhibition, most hits filed as inhibitors | O94782 | 390,000 tested, 0.23% active | AID 743255 | recombinant USP1/UAF1, Ub-Rhodamine cleavage fluorescence; also: potency is read from the fitted curve at half-maximal effect; % is scaled to controls: 0 for no effect and ±100 for the full control effect; nearly all actives have a fitted effect of over 60% in size; inactives centre near -12
Target sequence (O94782 whole entry, looked up): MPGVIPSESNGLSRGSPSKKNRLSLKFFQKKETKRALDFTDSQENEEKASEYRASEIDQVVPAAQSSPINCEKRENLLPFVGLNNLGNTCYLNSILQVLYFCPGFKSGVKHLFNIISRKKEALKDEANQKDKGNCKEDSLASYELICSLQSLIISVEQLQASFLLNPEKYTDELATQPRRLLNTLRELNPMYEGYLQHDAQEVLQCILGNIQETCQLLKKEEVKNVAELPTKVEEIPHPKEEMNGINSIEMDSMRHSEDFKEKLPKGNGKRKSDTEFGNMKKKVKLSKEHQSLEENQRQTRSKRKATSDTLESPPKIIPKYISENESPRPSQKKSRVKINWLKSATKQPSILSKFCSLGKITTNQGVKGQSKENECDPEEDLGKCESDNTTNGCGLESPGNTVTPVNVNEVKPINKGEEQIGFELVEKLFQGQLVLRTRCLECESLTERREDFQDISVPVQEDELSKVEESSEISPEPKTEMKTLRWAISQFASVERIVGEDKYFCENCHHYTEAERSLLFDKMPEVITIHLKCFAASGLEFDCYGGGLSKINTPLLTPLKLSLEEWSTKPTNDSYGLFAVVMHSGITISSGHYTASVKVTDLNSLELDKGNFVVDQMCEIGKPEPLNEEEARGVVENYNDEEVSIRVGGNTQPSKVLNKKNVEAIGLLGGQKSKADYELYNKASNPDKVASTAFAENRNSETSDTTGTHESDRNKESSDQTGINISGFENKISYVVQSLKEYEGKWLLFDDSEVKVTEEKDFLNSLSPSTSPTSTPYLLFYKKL
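USP1/UAF1 complex (1 nM) preincubated 15 min at room temperature with compound, then Ub-Rho substrate (150 nM final) added. Kinetic fluorescence at 480/540 nm over 6 reads at 60 s intervals; 50 mM HEPES pH 7.8, 0.5 mM EDTA, 0.1 mg/ml BSA, 1 mM TCEP, 0.01% Tween-20.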
* = called active by the depositor; [ ] = another dose, or the depositor's remark. Unless noted, calls follow the shape of the dose curve; as a rule, active = well fitted inhibition curve with a large enough effect; inconclusive = small, poorly fitted or top-dose-only effect; inactive = no such curve, though single readings can be large or run the other way. This is a subset. The share of hits here may be higher or lower than overall.

For CCCn1c(=O)c(C(=O)NNC(=O)Cc2ccccc2)c(O)c2ccccc21 the results were TrxR1 inh 18.6%, TrxR1 substrate 2.1%, TRHR PAM 33.2*, TRHR agonist -0.2, Pin1 inhibitor 5.4%, D2 antagonist 20.7, D2 ag -1.1, IDH1 R132H inh -1.7% and USP1-UAF1 inh 0.3%.
`COc1ccc(CCN2CC(C(=O)N(C)Cc3ccc(C)o3)CCC2=O)cc1` (stereo unspecified) gave TrxR1 inh 50.1µM*, TrxR1 substrate 1.2%, TRHR PAM -0.8, TRHR agonist -0.2, Pin1 inhibitor 1.7%, D2 antagonist -1.0, D2 ag 0.1, IDH1 R132H inh -5.8% and USP1-UAF1 inh -18.0%.
`CC12CCC(C(=O)Nc3ccccc3)(C(Br)C1=O)C2(C)C` (stereo unspecified) gave TrxR1 inh -7.9%, TrxR1 substrate -5.7%, TRHR PAM 1.4, TRHR agonist 0.8, Pin1 inhibitor 1.4%, IDH1 R132H inh -0.6% and USP1-UAF1 inh -10.6%.
For COc1ccc(-c2csc3ncnc(Nc4cccc(F)c4)c23)cc1 the results were TrxR1 inh 3.2%[57.1 µM], TrxR1 substrate -4.3%[57.1 µM], TRHR PAM -2.7, TRHR agonist 0.5, Pin1 inhibitor -2.1%, D2 ag -0.2, IDH1 R132H inh -12.2% and USP1-UAF1 inh -8.5%.
For O=C(COC(=O)/C=C/c1ccc(Br)o1)NCCCN1CCCC1=O the results were TrxR1 inh -7.0%, TrxR1 substrate -2.0%, TRHR PAM 4.4, TRHR agonist -0.1, Pin1 inhibitor -5.8%, D2 antagonist -1.8, D2 ag 1.5, IDH1 R132H inh 1.5% and USP1-UAF1 inh inconclusive.
Fc1ccc(/C=N/NC(=S)Nc2cccnc2)cc1F was read as TrxR1 inh -12.3%, TrxR1 substrate -9.8%, TRHR PAM 3.1, TRHR agonist -2.1, Pin1 inhibitor -0.6%, D2 antagonist -1.1, D2 ag -0.4, IDH1 R132H inh -2.9% and USP1-UAF1 inh -14.3%.
`CS/C(=C\[N+](=O)[O-])Nc1ccc(OC(F)(F)F)cc1` gave TrxR1 inh inconclusive, TrxR1 substrate -0.5%, TRHR PAM 43.0*, TRHR agonist 1.5, Pin1 inhibitor -4.8%, D2 antagonist 1.3, D2 ag 2.5, IDH1 R132H inh 5.6% and USP1-UAF1 inh -25.0%.
For CC(=O)c1c(C)[nH]c(C(=O)N(C)CC(=O)Nc2ccc(Cl)c(C(F)(F)F)c2)c1C the results were TrxR1 inh 14.7%, TrxR1 substrate 3.8%, TRHR PAM -1.5, TRHR agonist 0.1, Pin1 inhibitor 0.9%, D2 antagonist 39.3*, D2 ag 0.2, IDH1 R132H inh -15.1% and USP1-UAF1 inh -5.6%.
Cc1cc(N2Cc3ccccc3C2)ccc1C=O was read as TrxR1 inh -1.0%, TrxR1 substrate -5.6%, TRHR PAM 6.3, TRHR agonist -0.6, Pin1 inhibitor -3.3%, D2 antagonist 3.7, D2 ag 0.8, IDH1 R132H inh -8.9% and USP1-UAF1 inh -26.4%.
`O=C(NCCc1ccccc1)/C(=C\c1ccccc1)NC(=O)c1ccco1` gave TrxR1 inh -14.4%, TrxR1 substrate -6.1%, TRHR PAM -0.8, TRHR agonist 0.0, Pin1 inhibitor 4.8%, D2 antagonist -3.2, D2 ag -0.4, IDH1 R132H inh -1.2% and USP1-UAF1 inh -10.2%.
Screening O=CNc1c(Cl)cc2c(c1Cl)Cc1cc([N+](=O)[O-])ccc1-2 returned TrxR1 inh 9.6%, TrxR1 substrate 6.2%, Pin1 inhibitor 0.7%, IDH1 R132H inh 2.7% and USP1-UAF1 inh -21.8%.
Cc1ccccc1CN1CCC(CNc2ncnc3onc(-c4ccc(Cl)cc4)c23)CC1 was read as TrxR1 inh 12.7%, TrxR1 substrate -0.4%, TRHR PAM 7.5, TRHR agonist -0.1, Pin1 inhibitor 0.4%, D2 ag -0.3, IDH1 R132H inh 1.2% and USP1-UAF1 inh inconclusive.
For Clc1ccc(-c2ccc(SCc3ccccn3)nn2)cc1 the results were TrxR1 inh 6.9%, TrxR1 substrate 3.5%, TRHR PAM -5.2, TRHR agonist 0.1, Pin1 inhibitor 24.8%, D2 antagonist 7.7, D2 ag 0.9, IDH1 R132H inh 2.3% and USP1-UAF1 inh -19.9%.
O=C(O)c1cn(-c2ccccc2)nc1C(=O)O was read as TrxR1 inh -0.2%[57.1 µM], TrxR1 substrate 6.9%[57.1 µM], TRHR PAM 6.5, TRHR agonist -0.3, Pin1 inhibitor inconclusive, D2 antagonist 2.4, D2 ag -0.2, IDH1 R132H inh 0.6% and USP1-UAF1 inh 0.6%.
`Cc1ccc(-n2nc3ccc(NC(=O)c4ccco4)cc3n2)cc1` gave TrxR1 inh -11.1%, TrxR1 substrate 17.0%, TRHR PAM 7.7, TRHR agonist 0.2, Pin1 inhibitor 89.4%[activator], IDH1 R132H inh 6.2% and USP1-UAF1 inh -14.1%.
`O=C(CC1SC(=Nc2ccccc2)N(Cc2ccccn2)C1=O)Nc1ccc(Br)cc1` (stereo unspecified) gave TrxR1 inh -8.5%, TrxR1 substrate -2.7%, TRHR PAM -0.3, TRHR agonist 0.8, Pin1 inhibitor 30.2%[activator], D2 antagonist -2.9, D2 ag 0.1, IDH1 R132H inh -18.8% and USP1-UAF1 inh -21.7%.
`O=C(NCc1ccco1)N1c2ccccc2Sc2ccccc21` gave TrxR1 inh 18.2%, TrxR1 substrate 9.3%, TRHR PAM 6.4, TRHR agonist -0.9, Pin1 inhibitor -10.8%, D2 antagonist -21.5, D2 ag 0.0, IDH1 R132H inh 7.0% and USP1-UAF1 inh -7.1%.
Screening COc1ccc2c(C)cc(SCC(=O)NCC3CCCO3)nc2c1 (stereo unspecified) returned TrxR1 inh 10.7%, TrxR1 substrate 0.0%, TRHR PAM -0.2, TRHR agonist -0.8, Pin1 inhibitor -5.9%, D2 antagonist 0.5, D2 ag -0.5, IDH1 R132H inh -9.8% and USP1-UAF1 inh -3.5%.
`Cc1ccc(-c2nc3cccnc3s2)cc1NC(=O)C(C)C` gave TrxR1 inh 0.6%, TrxR1 substrate -1.4%, TRHR PAM 16.7, TRHR agonist -0.4, Pin1 inhibitor -1.9%, D2 ag 0.2, IDH1 R132H inh -15.0% and USP1-UAF1 inh 4.9%.
`Cc1ccc(S(=O)(=O)NCC(=O)OCN2C(=O)c3ccccc3C2=O)cc1` gave TrxR1 inh 11.8%[57.1 µM], TrxR1 substrate -10.0%, TRHR PAM -2.7, TRHR agonist -0.1, Pin1 inhibitor -16.0%, D2 antagonist 2.1, D2 ag -0.1, IDH1 R132H inh 0.0% and USP1-UAF1 inh -19.6%.
Screening O=C(COC(=O)c1ccccc1[N+](=O)[O-])c1ccc(C2CCCCC2)cc1 returned TrxR1 inh 2.6%[57.1 µM], TrxR1 substrate 8.5%[57.1 µM], TRHR PAM 2.9, TRHR agonist 0.1, Pin1 inhibitor -2.9%, D2 antagonist -30.2, D2 ag 0.1, IDH1 R132H inh 5.9% and USP1-UAF1 inh -12.5%.
CCS(=O)(=O)N1CCc2cc(C(=O)NC(C)c3ccccc3)ccc21 (stereo unspecified) was read as TrxR1 inh 4.6%, TrxR1 substrate -1.8%, TRHR PAM 1.5, TRHR agonist -0.3, Pin1 inhibitor 1.0%, IDH1 R132H inh 7.9% and USP1-UAF1 inh -27.4%.
For COc1ccc(-n2c(=S)[nH]c3cc(C(=O)NCc4ccco4)ccc3c2=O)c(OC)c1 the results were TrxR1 inh inconclusive, TrxR1 substrate 3.4%[57.1 µM], TRHR PAM -10.7, TRHR agonist -0.5, Pin1 inhibitor -7.2%, D2 antagonist 4.1, D2 ag -1.4, IDH1 R132H inh 0.3% and USP1-UAF1 inh -5.6%.
Screening O=c1[nH]cnc2ccc([N+](=O)[O-])cc12 returned TrxR1 inh 25.1%, TrxR1 substrate 3.7%, TRHR PAM -0.5, TRHR agonist 0.4, Pin1 inhibitor 4.0%, D2 antagonist 10.3, D2 ag -0.4, IDH1 R132H inh -8.8% and USP1-UAF1 inh -22.6%.
`O=C(C[C@@H]1C/C=C\CCC(=O)OC[C@@H]2CCCN2C1=O)N[C@H](CO)Cc1ccccc1` gave TrxR1 inh -7.2%, TrxR1 substrate 0.8%, Pin1 inhibitor 3.5%, IDH1 R132H inh 10.0% and USP1-UAF1 inh -20.4%.
Screening CC1Cc2ccccc2N1C(=O)CCN1C(=O)C2C3C=CC(C3)C2C1=O (stereo unspecified) returned TrxR1 inh 3.4%, TrxR1 substrate -0.2%, TRHR PAM -2.2, TRHR agonist 0.0, Pin1 inhibitor -12.6%, IDH1 R132H inh 6.0% and USP1-UAF1 inh -9.5%.
For Cc1ccc(NC(=O)CSc2ncc3ccccn23)cc1 the results were TrxR1 inh 20.5%[57.1 µM], TrxR1 substrate -7.0%[57.1 µM], TRHR PAM -1.9, TRHR agonist -1.1, Pin1 inhibitor 4.0%, D2 antagonist -5.1, D2 ag -0.3, IDH1 R132H inh 0.4% and USP1-UAF1 inh -14.6%.
CCN(C(=O)CCN1C(=O)/C(=C/c2ccccc2)SC1=S)C1CCS(=O)(=O)C1 (stereo unspecified) was read as TrxR1 inh -10.9%, TrxR1 substrate -17.5%, TRHR PAM -2.2, TRHR agonist -0.5, Pin1 inhibitor 6.4%, D2 antagonist 3.3, D2 ag 0.7, IDH1 R132H inh 4.8% and USP1-UAF1 inh -19.5%.
